Tn6 DDE FP: inhibitors of Tn6 peptide binding to human fibrin DD(E); Fibrin DD(E) TRITC-Tn6 fluorescence polarization displacement; inhibition, % at 8.3 µM; hit rate 0.21% among 370,000;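 active = inhibition above a per-campaign cutoff: mean of compounds within control limits plus 3 SD, cut at about 15% in these data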;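 note: 0% = median of all compound wells on the plate and 100% = blocking peptide control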
Target sequence (P02675 whole entry, looked up): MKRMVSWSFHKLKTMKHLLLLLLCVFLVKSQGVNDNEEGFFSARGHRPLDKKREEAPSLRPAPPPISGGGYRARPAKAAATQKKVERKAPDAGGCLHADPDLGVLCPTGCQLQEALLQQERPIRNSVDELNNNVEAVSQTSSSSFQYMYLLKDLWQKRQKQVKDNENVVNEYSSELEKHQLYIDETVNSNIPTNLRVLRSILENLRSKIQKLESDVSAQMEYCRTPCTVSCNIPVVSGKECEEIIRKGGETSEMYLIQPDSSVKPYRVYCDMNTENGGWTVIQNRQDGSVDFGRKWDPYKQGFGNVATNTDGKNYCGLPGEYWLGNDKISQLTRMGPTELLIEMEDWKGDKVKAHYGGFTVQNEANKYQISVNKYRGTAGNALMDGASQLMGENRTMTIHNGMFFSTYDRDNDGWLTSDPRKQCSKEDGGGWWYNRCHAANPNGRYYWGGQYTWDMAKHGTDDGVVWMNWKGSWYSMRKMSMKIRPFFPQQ
ADAM10 inh: inhibits human ADAM10. hit rate 0.62% among 370,000. inhibition, % at 7 µM. recombinant ADAM10, EDANS/DABCYL FRET peptide cleavage, 3 h;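 active = inhibition above a per-campaign cutoff equal to the mean of compounds falling between control-based bounds plus 3 SD, cut at about 20% in these data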;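 note: 0% = DMSO wells while the 100% control is not disclosed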
ADAM17 inh: ADAM17 inhibition, QFRET primary screen; hit rate 0.83% among 370,000; AID 720648; inhibition, % at 6.95 µM; recombinant ADAM17, EDANS/DABCYL FRET peptide cleavage;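 active = inhibition above the mean of compounds lying between control limits plus 3 SD, set per campaign, cut at about 8.5% in these data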;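 note: 0% = DMSO-only wells as the low control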
SIAE inh: human SIAE inhibition, primary screen; hit rate 0.69% among 370,000; inhibition, % at 9.66 µM; Q9HAT2; AID 1053197; SIAE FP-Rh probe binding, fluorescence polarization;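 active = inhibition above a cutoff: mean of compounds within the control limits plus 3 SD of those, cut at about 17% in these data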;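 note: 0% = plate median of compound wells and 100% = probe without SIAE protein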
PLCg1 inh: blocks human PLC-gamma1 enzyme activity; AID 720700; inhibition, % at 12.2 µM; purified PLC-gamma1, fluorogenic substrate, fluorescence; hit rate 0.84% among 370,000; P19174; in the data active = inhibition above about 9.5%
ARFGAP1 inhibitor: inhibits rat ARF GTPase activating protein 1; Q62848; hit rate 0.26% among 360,000; Arfgap1-stimulated ARF1 GTP hydrolysis, GDP FP detection; inhibition, % at 16.5 µM;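 active = inhibition above a per-plate limit, mean inhibition of low control wells plus 3 SD, cut at about 25% in these data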;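 note: 0% = DMSO wells with enzyme and 100% = wells lacking Arfgap1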
Target sequence (Q62848 1-136 limits assumed): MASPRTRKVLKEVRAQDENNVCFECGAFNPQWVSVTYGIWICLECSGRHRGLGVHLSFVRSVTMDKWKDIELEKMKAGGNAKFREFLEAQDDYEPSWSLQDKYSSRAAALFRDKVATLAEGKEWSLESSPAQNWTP
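Repeats: one replicate per compound; assay system: rat Arfgap1 catalytic domain, aa 1-136; times: enzyme reaction 120 min at 25 °C after 20 min preincubation; detection: FP of antibody-bound GDP Alexa 633 tracer, ex 620/em 688 nm; benchmarks: high control wells lacking Arfgap1, low control full reaction with DMSO; reagent: human ARF1(Δ1-17)-GTP substrate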
ASAP1 GAP inh: inhibitors of human ASAP1 ArfGAP activity; Q9ULH1; ASAP1-stimulated ARF1 GTP hydrolysis, GDP FP detection; inhibition, % at 16.5 µM; hit rate 0.19% among 360,000; in the data active = inhibition above about 25%;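 note: 0% = vehicle with enzyme and substrate and 100% = no enzyme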
Target sequence (Q9ULH1 325-724 limits assumed): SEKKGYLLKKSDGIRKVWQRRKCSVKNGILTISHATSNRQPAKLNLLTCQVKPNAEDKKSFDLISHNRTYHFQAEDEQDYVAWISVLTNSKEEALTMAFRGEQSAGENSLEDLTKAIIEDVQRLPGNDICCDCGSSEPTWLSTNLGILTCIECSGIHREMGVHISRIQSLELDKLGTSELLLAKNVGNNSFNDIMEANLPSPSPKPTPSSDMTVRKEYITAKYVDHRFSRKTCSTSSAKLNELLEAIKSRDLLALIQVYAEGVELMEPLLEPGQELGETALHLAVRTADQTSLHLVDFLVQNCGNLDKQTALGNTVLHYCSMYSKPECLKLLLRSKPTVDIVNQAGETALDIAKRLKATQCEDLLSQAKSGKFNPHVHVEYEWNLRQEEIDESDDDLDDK
TDP2 inh: blocks human TDP2 phosphodiesterase activity; recombinant TDP2, T5PNP hydrolysis, p-nitrophenol absorbance 415 nm; inhibition, % at 12.8 µM; hit rate 0.34% among 370,000; AID 720702;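 active = inhibition above the mean of all tested compounds plus 3 SD, set per campaign, cut at about 25% in these data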;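 note: 0% = DMSO with enzyme and 100% = buffer with substrate but no TDP2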
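Test system: human TDP2 enzyme; Input: 120 nM TDP2 per well; Buffer or medium: Mg2+-containing Tris-HCl buffer, pH 7.5; Reagent: 5 mM T5PNP; Dosing: 12.8 µM single point, 1% DMSO; Incubation: reaction 2 h, 37 °C; Detection: p-Nitrophenol epi absorbance; Read-out: % inhibition relative to enzyme-containing and enzyme-free wells; Replicates: single well per compound.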
DDE Tn7 FP inh: inhibitors of Tn7 peptide binding to human fibrin DD(E); P02675; FP displacement of FITC-Tn7 peptide from fibrin DD(E); 0% = median of compound wells per plate; inhibition, % at 8.3 µM; hit rate 0.13% among 370,000; AID 720508;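 active = inhibition above the mean of compounds falling within the control limits plus 3 SD of them, cut at about 14% in these data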;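 note: 0% = plate median of compound wells and 100% = 10 µM Aha-Tn7 peptide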
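Assay system: Human clot-derived fibrin DD(E) complex | Buffer or medium: Tris/NaCl/CaCl2 buffer, pH 7.8 | Repeats: One replicate per compound | Benchmarks: Aha-Tn7 high control | Measure: % inhibition scaled between sample-field median and high-control FP | Schedule: 10 min plus 3 h, room temperature | Signal: Fluorescence polarization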
PLCb3 inh: blocks human PLC-beta3 enzyme activity; Q01970; Purified PLC-beta3, fluorogenic substrate, fluorescence; inhibition, % at 12.2 µM; hit rate 0.18% among 370,000; in the data active = inhibition above about 11%;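 note: 0% = median of compound wells on plate and 100% = full blocker control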
Numbers without * were called inactive; i = inactive. No enrichment for hits; any-hit rate near 3.6%.

SMILES | Tn6 DDE FP | ADAM10 inh | ADAM17 inh | SIAE inh | PLCg1 inh | ARFGAP1 inhibitor | ASAP1 GAP inh | TDP2 inh | DDE Tn7 FP inh | PLCb3 inh
Cc1ccc(C(=O)Nc2c(C)n(C)n(-c3ccccc3)c2=O)cc1 | 10 | -2 | -1 | 0 | 3 | -5 | 4 | -11 | -6 | 5
CCOC(=O)c1sc2nc(N3CCOCC3)c3c(c2c1N)CC(C(C)C)OC3 (stereo not given) | 1 | -14 | -5 | 3 | -21 | -5 | 4 | -1 | -6 | -62
O=C(COc1ccc(Br)cc1)Nc1ccc([N+](=O)[O-])cn1 | 3 | 0 | 0 | 2 | 0 | -1 | 11 | -9 | 1 | -2
CC(C)c1ccc(OCC(=O)Nc2cccc3c2CCCC3)cc1 | -3 | 0 | 0 | 1 | 0 | -4 | 1 | 0 | 3 | -2
CCOC(=O)c1ccc(NC(=S)Nc2ccccc2)cc1 | 5 | 0 | 2 | 3 | -1 | -12 | 3 | 5 | -5 | 2
NC(c1csc(Nc2cc(NCCCO)ncn2)n1)c1ccccc1Cl (stereo not given) | -3 | -6 | -4 | -6 | -2 | -3 | 7 | 5 | 4 | -2
CC(CCc1ccccc1)NC(=O)CSc1cccc[n+]1[O-] (stereo not given) | 3 | -3 | 1 | 19* | 0 | -6 | 8 | 11 | -1 | -5
CCCN(Cc1nnc(-c2ccccc2Cl)o1)C(=O)COc1ccc(Cl)cc1 | -7 | -5 | 1 | 4 | 1 | -8 | 0 | -3 | 4 | -6
CCCCc1c(O)nc(SCC(=O)NC(C)(C)C)n(-c2ccccc2C)c1=O | -1 | -4 | -2 | 9 | -4 | 0 | 5 | 3 | -5 | -1
COc1cc(CC(=O)C(=O)O)oc(=O)c1 | 2 | -26 | -6 | 8 | -25 | 0 | -3 | 7 | -6 | -38
Cc1coc(NC(=O)CSc2nc(-c3ccc(Cl)cc3)cc(C(F)(F)F)c2C#N)n1 | 2 | -13 | 1 | -9 | -16 | 7 | -7 | 2 | 3 | -19
O=C(COc1ccc(Cl)cc1Cl)NCCCNC(=O)c1cnccn1 | -3 | 7 | -2 | -1 | 1 | -14 | 9 | -9 | -5 | -4
COc1ccc(NS(=O)(=O)c2ccc(C)c(NC(=O)NC3CCCCC3)c2)cc1 | -1 | 13 | 6 | -57 | 1 | 2 | 12 | 0 | -1 | 3
CCC(C(=O)OCC(=O)NC1CCS(=O)(=O)C1)c1ccccc1 (stereo not given) | -5 | 5 | 8 | -2 | 8 | 15 | -4 | -18 | 0 | 3
CCC(=O)N1CCc2cc(S(=O)(=O)NCCCOC)ccc21 | -5 | 7 | 0 | 3 | 2 | 7 | 15 | 3 | -2 | 4
CC(C)(C)c1ccc(C(=O)N2CCC2(C)C(=O)Nc2cccc(C#N)c2)cc1 (stereo not given) | 4 | 6 | 5 | -1 | -1 | -9 | -2 | -3 | 0 | 3
Cc1cnn(CCC(=O)NNC(=S)Nc2ccc(F)cc2)c1 | 10 | 20* | 7 | 6 | 4 | 0 | 10 | 3 | 6 | 1
Cc1ccc(CNC(=O)C2CCCN2C(=O)NCc2ccccc2)cc1 (stereo not given) | 6 | -4 | -5 | -2 | 5 | 15 | -3 | 12 | 4 | -1
O=C(N/N=C/C1C(c2ccccc2)C1(Cl)Cl)c1cccc(Br)c1 (stereo not given) | 3 | 3 | -1 | -33 | 1 | -6 | 9 | -2 | 8 | 4
O=C(C[C@H]1C[C@@H]2c3cc(NS(=O)(=O)c4ccccc4)ccc3O[C@@H]2[C@H](CO)O1)NC1CCCC1 | 2 | -13 | 0 | 17 | -2 | 4 | 6 | 7 | 5 | -1
CCOC(=O)C1C(C(=O)OCC)C2C(=O)C3C(C(=O)OCC)C(C(=O)OCC)C3C(=O)C12 (stereo not given) | -1 | 2 | -1 | 0 | 3 | -12 | 3 | 6 | 1 | 4
O=C(Oc1ccc(O)cc1)C12CC3CC(CC(C3)C1)C2 | -5 | 3 | 2 | 1 | -2 | 5 | 1 | -8 | 0 | -1
CSC(=S)N/N=C/c1ccc(N(C)C)cc1 | -2 | 0 | -4 | 8 | -11 | 1 | -1 | -6 | -1 | -14
CCCNC(=O)Nc1ccccc1SC | 5 | 3 | 0 | 7 | 4 | 14 | 4 | 7 | -3 | 0
COc1cc(C(=O)C(=O)c2cc(OC)c(O)c(OC)c2)cc(OC)c1O | -10 | 3 | 1 | 16 | 0 | 1 | 1 | 14 | 1 | 0

No new results follow: entries from further up.
SMILES | Tn6 DDE FP | ADAM10 inh | ADAM17 inh | SIAE inh | PLCg1 inh | ARFGAP1 inhibitor | ASAP1 GAP inh | TDP2 inh | DDE Tn7 FP inh | PLCb3 inh
Cc1ccc(C(=O)Nc2c(C)n(C)n(-c3ccccc3)c2=O)cc1 | 10 | -2 | -1 | 0 | 3 | -5 | 4 | -11 | -6 | 5
CCOC(=O)c1sc2nc(N3CCOCC3)c3c(c2c1N)CC(C(C)C)OC3 (stereo not given) | 1 | -14 | -5 | 3 | -21 | -5 | 4 | -1 | -6 | -62

Remaining list, next part.
SMILES | Tn6 DDE FP | ADAM10 inh | ADAM17 inh | SIAE inh | PLCg1 inh | ARFGAP1 inhibitor | ASAP1 GAP inh | TDP2 inh | DDE Tn7 FP inh | PLCb3 inh
CC(NNC(=S)N1CCN(c2ccccn2)CC1)c1nccc2ccccc12 (stereo not given) | -1 | -27 | -11 | 2 | -12 | -12 | -3 | 4 | 4 | -25
CCCCCCCCCCCCN1[C@@H](CC(=O)O)c2cc(C(F)(F)F)ccc2S1(=O)=O | 0 | 22* | 2 | -4 | -2 | -17 | -3 | -12 | 5 | -5
O=C(Nc1nnc(S(=O)(=O)N2CCOCC2)s1)c1ccc(F)cc1 | 2 | -17 | -2 | -1 | -3 | 12 | 2 | 6 | 0 | -5
COc1cc(C(=O)OCC(=O)N(C)c2ccccc2)cc(OC)c1OC | 1 | 9 | -5 | -3 | -2 | 5 | 1 | -8 | 12 | -4
Cc1c(CNC2CCCC(C)C2C)c(C(=O)O)c(C)n1Cc1ccccc1 (stereo not given) | 4 | 1 | 1 | -1 | 4 | -13 | 1 | -13 | 2 | 5
O=C(c1ccccc1)c1c(O)nc(-c2ccccc2)n(-c2ccccc2)c1=O | -6 | 3 | -2 | 1 | 2 | 3 | 1 | 5 | 2 | -2
O=C(Cn1nc(CNc2ccc(Br)cc2)[n+]2c1CCCCC2)c1ccc([N+](=O)[O-])cc1 | 4 | 8 | -2 | 0 | 9.8* | 12 | -2 | -9 | -3 | 3
COCCNC(=O)C1Nc2ccc(C(F)(F)F)cc2C2C=CCC12 (stereo not given) | -1 | -40 | -11 | 8 | -54 | -8 | 3 | 9 | 2 | -80
Cc1sc2ncnc(SCC(=O)Nc3nc(-c4ccc(F)c(F)c4)cs3)c2c1C | 1 | -9 | -6 | -6 | -1 | 12 | 9 | 3 | 6 | -1
COc1ccc(CN(Cc2ccc(C(=O)O)cc2)C(=S)Nc2cc(C)cc(C)c2)cc1OC | -4 | -3 | -3 | -5 | 1 | 9 | 8 | 9 | -5 | -6
Cc1cc(-c2ccccc2)nc(-c2ccccc2)c1C | -3 | 3 | 0 | 6 | 1 | 3 | -13 | -7 | 0 | -2
COC(=O)c1ccc(NC(=O)CSc2nnc(-c3ccncc3)n2N)cc1 | 3 | -10 | -4 | -5 | -2 | 18 | 6 | 3 | 6 | -1
CCN(C(=S)NC(=O)Cc1ccc(OC)cc1)c1ccccc1 | -3 | 6 | -3 | -1 | 0 | 6 | -4 | 9 | 7 | 1
Cc1cccc(NC(=S)NCC(c2cccnc2)N(C)C)c1 (stereo not given) | 6 | -4 | -2 | 4 | 0 | 5 | 5 | -6 | 9 | 1
CCOC(=O)C1CCN(C(=O)CSc2cc(=O)n(C)c3ccccc23)CC1 | -4 | -21 | -7 | 8 | -4 | -3 | 4 | 0 | 0 | 1
O=C(C1=C(O)C(=O)N(CCCn2ccnc2)C1c1ccc(F)cc1)c1ccco1 (stereo not given) | -5 | 5 | 2 | 3 | 2 | 1 | -5 | -9 | -7 | -1
COc1ccc(N2CCN(C(=O)C3CCCN(S(=O)(=O)c4cccc5cccnc45)C3)CC2)cc1 (stereo not given) | -10 | -12 | -4 | 4 | 2 | 0 | -5 | 2 | 0 | 0
COc1ccc(/C=C2\SC(=S)N(NS(=O)(=O)c3ccccc3)C2=O)c(OC)c1 | -10 | -13 | -7 | -1 | -2 | -8 | 2 | -3 | -2 | -6
CSCCC(NC(=O)COc1ccccc1)C(=O)N1CC(C)OC(C)C1 (stereo not given) | 0 | -6 | -1 | 6 | 1 | -24 | -1 | 7 | -5 | -4
CCC(Oc1cccc(C)c1)C(=O)Nc1ccccc1C(=O)N1CCOCC1 (stereo not given) | 1 | 1 | 0 | 4 | -2 | 3 | -12 | 9 | 3 | -1
CC(=O)/C=C1\OCc2cc(OCc3ccccc3)ccc21 | -4 | -4 | -4 | 0 | 5 | -7 | 2 | 2 | 0 | 2
Cc1c(Cl)cccc1NC(=S)NCCCN(C)C | 6 | -1 | 3 | 5 | 4 | -2 | 1 | -5 | 1 | 2
C[C@@H]1OC(C2CCCCC2)N(C)[C@H]2C[C@H]3c4[nH]c5ccccc5c4CCN3C[C@@H]12 (stereo not given in full) | -6 | -257 | -77 | 0 | -478 | 1 | 6 | 1 | 2 | i
Cc1cccc(NC(=S)NC(C)C(c2cccs2)N2CCN(C)CC2)c1C (stereo not given) | 5 | 0 | -1 | 1 | 0 | -11 | -10 | -6 | 2 | -6
Cc1ccnc2nc(C(=O)OCCOc3ccc(F)cc3)nn12 | -8 | 9 | -2 | 8 | 4 | 6 | 3 | -4 | -2 | -4
Cc1cccc2nc(-c3ccccc3)c(-c3ccc(CN4CCC(n5cc(-c6ccccc6)[nH]c5=O)CC4)cc3)nc12 | -4 | -197 | -38 | -22 | -50 | 8 | -12 | -1 | 7 | -67
Cc1csc(-c2nc3ccccc3n2C(C(=O)NC(C)(C)C)c2ccccc2)c1 (stereo not given) | 4 | -73 | -19 | 2 | -4 | -5 | 17 | 7 | 2 | -7
Cc1cc(C)cc(SCc2noc(C(=O)NCc3ccccc3)c2C(=O)NCc2ccccc2)c1 | 8 | -1 | -4 | 0 | -2 | 9 | 1 | -1 | 1 | -1

Individual results from the entries so far.
O=C(c1ccccc1)c1c(O)nc(-c2ccccc2)n(-c2ccccc2)c1=O | DDE Tn7 FP inh = 2
Cc1csc(-c2nc3ccccc3n2C(C(=O)NC(C)(C)C)c2ccccc2)c1 (stereo not given) | ADAM17 inh = -19
CCOC(=O)C1CCN(C(=O)CSc2cc(=O)n(C)c3ccccc23)CC1 | DDE Tn7 FP inh = 0
Cc1cccc2nc(-c3ccccc3)c(-c3ccc(CN4CCC(n5cc(-c6ccccc6)[nH]c5=O)CC4)cc3)nc12 | ASAP1 GAP inh = -12
